PAFAH2 inh: inhibitors of human PAFAH2; Q99487; recombinant PAFAH2, FP-rhodamine activity probe, fluorescence polarization; inhibition, % at 3.39 µM; 0.99% of 340,000 active; AID 492956;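 active = inhibition above the mean over all tested compounds plus 3 SD, cut at about 30% in these data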;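 also: inhibitors block probe labeling of enzyme so polarization drops; 0% = enzyme with DMSO and 100% = wells lacking PAFAH2 protein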
EBNA-1 inhibitor: blocks EBNA-1 binding to DNA; EBNA-1 DNA binding, fluorescence polarization; inhibition, % at 14.8 µM; 0.34% of 300,000 active; AID 1950; in the data active = inhibition above about 28%
LYPLA1 counter: LYPLA1 (human) inhibition in PME1 counter-screen. 0.16% of 320,000 active. inhibition, % at 5.9 µM. O75608. AID 2174. recombinant LYPLA1, FP-Rh probe fluorescence polarization;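 active = inhibition above the mean of all tested compounds plus 3 SD, set per campaign, cut at about 14% in these data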;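 also: inhibitors block serine hydrolase probe labeling of LYPLA1 so polarization falls; 0% = enzyme with DMSO and 100% = wells lacking LYPLA1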
LYPLA2 counter: counter-screen for PME1 inhibitors: inhibitors of human LYPLA2; recombinant LYPLA2, FP-Rh probe fluorescence polarization; inhibition, % at 5.9 µM; 0.38% of 320,000 active; AID 2177;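 active = inhibition above the screen-wide mean plus 3 SD, limit set per campaign, cut at about 26% in these data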;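 also: 0% = LYPLA2 with DMSO and 100% = wells lacking LYPLA2 enzyme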
PAFAH1B3 inh: inhibitors of human PAFAH1B3 | Q15102 | recombinant PAFAH1B3, FP-rhodamine probe, fluorescence polarization | inhibition, % at 3.39 µM | 0.28% of 340,000 active | AID 492972;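 active = inhibition above the screen-wide average of all tested compounds plus 3 SD, cut at about 25% in these data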;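 also: 0% = enzyme with DMSO only and 100% = wells lacking PAFAH1B3 protein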
ZTA counter: counter-screen for EBNA-1 inhibitors: inhibitors of Epstein-Barr virus ZTA; inhibition, % at 11 µM; 0.15% of 320,000 active; P03206; ZTA-DNA binding, fluorescence polarization; in the data active = inhibition above about 33%
Target sequence (P03206 whole entry, looked up): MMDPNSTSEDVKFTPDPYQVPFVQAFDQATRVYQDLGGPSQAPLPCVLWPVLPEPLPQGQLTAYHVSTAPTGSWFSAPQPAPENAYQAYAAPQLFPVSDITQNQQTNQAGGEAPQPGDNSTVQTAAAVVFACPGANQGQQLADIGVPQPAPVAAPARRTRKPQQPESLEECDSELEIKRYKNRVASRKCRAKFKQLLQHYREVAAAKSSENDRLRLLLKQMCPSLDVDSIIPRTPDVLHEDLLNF
PAFAH1B2 FP inh: inhibitors of human PAFAH1B2; P68402; recombinant PAFAH1B2, FP-rhodamine activity probe, fluorescence polarization; inhibition, % at 3.39 µM; 1.2% of 340,000 active; AID 492953;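 active = inhibition above the mean of all tested compounds plus 3 SD, cut at about 24% in these data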;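 also: 0% = enzyme with DMSO and 100% = wells lacking PAFAH1B2; many of its hits are not listed in these tables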
PREPL inh: human PREPL enzyme inhibition; Q4J6C6; recombinant PREPL, fluorescence polarization activity-based probe; inhibition, % at 5.96 µM; 0.68% of 320,000 active; AID 2751; in the data active = inhibition above about 43%;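 also: 0% = enzyme with DMSO and 100% = wells lacking enzyme; many of its hits are not listed in these tables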
Target sequence (Q4J6C6 whole entry, looked up): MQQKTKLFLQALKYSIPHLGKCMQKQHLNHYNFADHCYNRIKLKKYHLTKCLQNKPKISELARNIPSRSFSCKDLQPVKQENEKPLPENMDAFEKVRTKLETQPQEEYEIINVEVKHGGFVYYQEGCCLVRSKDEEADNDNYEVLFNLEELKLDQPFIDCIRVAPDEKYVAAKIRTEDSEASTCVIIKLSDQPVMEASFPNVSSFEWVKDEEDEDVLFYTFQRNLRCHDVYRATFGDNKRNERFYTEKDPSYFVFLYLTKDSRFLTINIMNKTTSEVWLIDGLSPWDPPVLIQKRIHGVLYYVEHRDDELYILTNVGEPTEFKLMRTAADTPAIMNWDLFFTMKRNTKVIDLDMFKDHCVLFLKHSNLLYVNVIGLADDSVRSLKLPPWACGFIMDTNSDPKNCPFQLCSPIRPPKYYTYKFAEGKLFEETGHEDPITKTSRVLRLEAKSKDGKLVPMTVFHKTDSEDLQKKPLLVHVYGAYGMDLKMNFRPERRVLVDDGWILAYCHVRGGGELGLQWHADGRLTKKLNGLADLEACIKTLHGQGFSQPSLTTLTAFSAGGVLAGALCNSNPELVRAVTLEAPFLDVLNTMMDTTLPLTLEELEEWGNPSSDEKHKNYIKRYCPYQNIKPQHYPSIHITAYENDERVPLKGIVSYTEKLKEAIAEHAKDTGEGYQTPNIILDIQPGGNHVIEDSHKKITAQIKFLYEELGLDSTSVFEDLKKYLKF
pPAFAH inh: inhibitors of human plasma PAF acetylhydrolase (pPAFAH) | inhibition, % at 3.39 µM | recombinant pPAFAH, FP-rhodamine probe fluorescence polarization | Q13093 | AID 463082 | 1.5% of 330,000 active;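 active = inhibition above the mean inhibition across the screen plus 3 SD, cut at about 25% in these data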;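 also: inhibitors block binding of the rhodamine activity-based probe so polarization drops; 0% = enzyme with DMSO and 100% = wells lacking pPAFAH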
The depositor's hits bear a star; x = no result given. Some of the compounds tested, so the mix of outcomes need not match the whole.

Order of values: PAFAH2 inh, EBNA-1 inhibitor, LYPLA1 counter, LYPLA2 counter, PAFAH1B3 inh, ZTA counter, PAFAH1B2 FP inh, PREPL inh, pPAFAH inh
1: CCOC(=O)/C(C#N)=C/c1cc2ccc(C)cc2nc1Cl
  6, 6, 2, 0, 2, 14, 3, 0, -2
2: COc1ccc(NC(=O)C2C3C=CC4(O3)C2C(=O)N(CCN2CCCCC2)C4C(=O)NC2CCCC(C)C2C)cc1 (centres undefined)
  -2, -22, 1, -5, 10, -2, 4, 32, -2
3: COc1ccc(CCNC(=O)c2c([S-])n(-c3ccc(C)cc3)c3cccc[n+]23)cc1
  3, 6, -2, 9, 4, 15, 7, 18, 8
4: COc1ccccc1NC(=O)c1c(N=Cc2c(O)ccc3ccccc23)cnn1C
  -10, 39*, -8, -14, -5, 8, 5, 27, -5
5: Cc1cc(OCC(=O)NC(C)(C)C)ccc1Cl
  -4, 5, -2, -2, -1, 12, 4, -7, 6
6: Cc1cc(OCC(=O)N2CCC(C(N)=O)CC2)c2c(C)cc(=O)oc2c1
  3, 3, 6, 6, 4, -17, 7, 17, -1
7: Cn1c(C(=O)NCCCN2CCN(c3ccccc3F)CC2)cc2c(=O)[nH]c3ccccc3c21
  -3, -3, 2, 1, 3, -10, 5, -67, 1
8: CCC1CN(C(=O)Nc2cccc(C)c2)c2cc(C)ccc2O1 (centres undefined)
  3, -5, 1, 5, -1, -27, 1, 10, 1
9: COc1ccc(NC(=O)c2cc(S(=O)(=O)N3CCCC3)c[nH]2)cc1
  1, 10, 3, -1, 7, -1, 2, 1, 6
10: CCc1nnc(NC(=S)Nc2ccccc2)s1
  -2, -2, -3, 11, 2, -3, -4, 4, 1
11: O=C(/C=C/c1cccs1)N1CCCCC1
  x, 10, -1, -6, x, 4, x, -1, 2
12: CCn1c(=O)c(C(=O)NCCCO)c(O)c2ccccc21
  9, 6, -2, 2, 5, 7, 5, -4, 3
13: Cc1[nH][nH]c(=O)c1N=Nc1ccc(F)cc1
  2, 5, 3, 1, 0, -22, 3, 6, -4
14: CC(C)C(=O)n1nc(-c2cccnc2)nc1NCc1cccs1
  1, 4, -4, -2, 0, 1, 3, -2, 6
15: O=C(CNS(=O)(=O)c1ccc2c(c1)OCCCO2)N1CCN(c2ccc(F)cc2)CC1
  1, x, -3, 2, 2, 9, 2, -13, -1
16: CC(=O)Nc1cccc(OCCCNS(=O)(=O)c2ccc(C#N)cc2)c1
  3, -2, -1, 12, 2, -19, 4, 3, -2
17: Cc1cc(OCC(=O)Nc2ccc(S(=O)(=O)N3CCN(C)CC3)cc2)ccc1Cl
  1, 1, -8, 6, 0, -12, 2, 6, 4
18: COc1cccc(/C=N/NC(=O)CNC(=O)c2cccnc2)c1O
  5, 6, 0, 3, 9, -3, 6, -6, 5
19: Cc1nc(CSc2n[nH]c(=O)n2-c2ccccc2)cs1
  -4, 4, -1, -1, 3, -11, 5, 11, 5
20: CCOc1cc(Br)cc(/C=N/NC(=O)c2cccnc2)c1O
  9, -3, 3, 4, 9, -1, 0, 9, 8
21: CCS(=O)(=O)N1CCC(C(=O)N2CCN(c3ccccc3)CC2)CC1
  1, 1, 3, 9, 6, -9, 0, 8, 5
22: O=c1c(Cc2c(F)cccc2Cl)c(O)ccn1Cc1ccc(F)cc1
  -3, 10, 4, 4, -2, 11, 8, 0, 2
23: Cc1nc(SCC(=O)NC2CCCC2)[nH]c(=O)c1C
  -5, 0, -1, -4, 10, -1, 3, 6, 1
24: Cc1ccccc1C(=O)Nc1nnc(-c2ccco2)s1
  9, -13, 0, -9, 2, -2, 4, 10, -7
25: Cn1c(=O)c(=O)n(C)c2cc(S(=O)(=O)N3CCCC3C(=O)NCc3cccs3)ccc21 (centres undefined)
  2, 7, 3, 6, 7, -10, 1, 5, 3
26: CCCN1C(=O)C(O)(C2COC(C)(C)CC2=O)c2ccccc21 (centres undefined)
  13, 0, -2, -1, 10, 11, 2, 10, -6
27: O=C(O)CC/C(=N\NC(=O)CNC(=O)c1cccc(Cl)c1)c1ccccc1
  -3, 11, 3, -3, 3, -16, 1, 5, 3
28: C[C@H](CO)N1C[C@H](C)[C@@H](CN(C)S(=O)(=O)c2cccs2)Oc2ccc(NS(=O)(=O)c3ccccc3)cc2C1=O
  -5, x, x, x, 9, x, 2, 7, 10
29: O=S(=O)(CC12C3C4C5C1C2C(Br)(C43)C51OCCO1)c1ccccc1 (centres undefined)
  5, 2, 2, 1, 8, -15, 1, -7, 2
30: CCc1cccc(OCC(=O)Nc2c[nH]c(=O)[nH]c2=O)c1
  5, 7, -2, -1, 3, 4, 5, 0, -4

Other structures follow:
Labels used below: A = PAFAH2 inh; B = EBNA-1 inhibitor; C = LYPLA1 counter; D = LYPLA2 counter; E = PAFAH1B3 inh; F = ZTA counter; G = PAFAH1B2 FP inh; H = PREPL inh; I = pPAFAH inh
31	CCc1cccc2c1NC1(CCCC1)CC2C (centres undefined)
  A = -1; B = -2; C = -5; D = -4; E = -3; F = 4; G = 0; H = 12; I = 4
32	CC(C)(C)C1CCC(=NNC(=O)CN(c2ccccc2)S(C)(=O)=O)CC1 (centres undefined)
  A = -1; B = 1; C = 3; D = 4; E = 6; F = 6; G = -1; H = 1; I = 3
33	COc1ccc([N+](=O)[O-])cc1NC(=O)Nc1ccccc1
  A = -10; B = 13; C = -4; D = -11; E = 2; F = 6; G = 2; H = 6; I = 2
34	CCOC(=O)Cn1c(=O)oc2cc(S(=O)(=O)Nc3cc(Cl)ccc3OC)ccc21
  A = 1; B = 10; C = 0; D = 0; E = 1; F = 6; G = -1; H = -52; I = -2
35	C[C@@H](C(=O)OCn1nnc2ccccc2c1=O)N1C(=O)C2CCCCC2C1=O (some centres undefined)
  A = -7; B = 4; C = -2; D = -2; E = -12; F = 0; G = 2; H = 3; I = 2
36	C/C(=N\OC(=O)c1ccc(Br)cc1)c1ccccn1
  A = 15; B = 2; C = -1; D = 5; E = 0; F = -2; G = 5; H = 20; I = 20
37	COc1ccc(CNC(=O)C(NS(=O)(=O)c2cccc3nsnc23)C(C)C)cc1 (centres undefined)
  A = -1; B = -13; C = 0; D = 0; E = 7; F = -3; G = 5; H = 5; I = -1
38	Cc1cc(Br)ccc1N=C1NC(=O)CS1
  A = 4; B = -19; C = 1; D = -1; E = 15; F = -11; G = 6; H = 17; I = 1
39	O=C(c1cc(-c2ccncc2)nc2ccccc12)N1CCN(c2ccccc2O)CC1
  A = -3; B = -8; C = 2; D = 2; E = 2; F = -11; G = -2; H = -43; I = 8
40	CCC(=O)c1coc2ccc(O)cc12
  A = 11; B = 4; C = 1; D = 1; E = 7; F = -11; G = 5; H = 13; I = -2
41	CCCCN(CC)CCCNC(=S)Nc1ccc2nc(N3CCN(CC)CC3)cc(C)c2c1
  A = -2; B = 1; C = -4; D = -2; E = 6; F = 2; G = -1; H = 25; I = -1
42	CCS(=O)(=O)N1CCN(C2CCC(C)CC2)CC1 (centres undefined)
  A = -1; B = 11; C = -1; D = -1; E = 5; F = 0; G = 4; H = 3; I = 4
43	c1ccc(CCn2nnc3ccccc32)cc1
  A = 5; B = 1; C = 1; D = 0; E = 2; F = 4; G = 9; H = 10; I = -1
44	NS(=O)(=O)c1ccc(CCNc2nc(C(F)(F)F)nc3ccccc23)cc1
  A = 5; B = 2; C = -10; D = -13; E = 4; F = -3; G = -1; H = 10; I = -4
45	COc1cc(/C=C2/C(=O)ON=C2c2ccccc2)ccc1O
  A = -5; B = 3; C = -3; D = -4; E = 4; F = -9; G = 6; H = -10; I = -3

Single records, as listed above. Order of values: PAFAH2 inh, EBNA-1 inhibitor, LYPLA1 counter, LYPLA2 counter, PAFAH1B3 inh, ZTA counter, PAFAH1B2 FP inh, PREPL inh, pPAFAH inh
CCc1cccc2c1NC1(CCCC1)CC2C (centres undefined) is listed with -1, -2, -5, -4, -3, 4, 0, 12, 4
COc1ccc([N+](=O)[O-])cc1NC(=O)Nc1ccccc1 is listed with -10, 13, -4, -11, 2, 6, 2, 6, 2
CC(C)(C)C1CCC(=NNC(=O)CN(c2ccccc2)S(C)(=O)=O)CC1 (centres undefined) is listed with -1, 1, 3, 4, 6, 6, -1, 1, 3
COc1ccc(CNC(=O)C(NS(=O)(=O)c2cccc3nsnc23)C(C)C)cc1 (centres undefined) is listed with -1, -13, 0, 0, 7, -3, 5, 5, -1

Two entries from above in another layout.
(32) CC(C)(C)C1CCC(=NNC(=O)CN(c2ccccc2)S(C)(=O)=O)CC1 (centres undefined)
  PAFAH2 inh: -1
  EBNA-1 inhibitor: 1
  LYPLA1 counter: 3
  LYPLA2 counter: 4
  PAFAH1B3 inh: 6
  ZTA counter: 6
  PAFAH1B2 FP inh: -1
  PREPL inh: 1
  pPAFAH inh: 3

(33) COc1ccc([N+](=O)[O-])cc1NC(=O)Nc1ccccc1
  PAFAH2 inh: -10
  EBNA-1 inhibitor: 13
  LYPLA1 counter: -4
  LYPLA2 counter: -11
  PAFAH1B3 inh: 2
  ZTA counter: 6
  PAFAH1B2 FP inh: 2
  PREPL inh: 6
  pPAFAH inh: 2

Later entries.
Labels used below: A = PAFAH2 inh; B = EBNA-1 inhibitor; C = LYPLA1 counter; D = LYPLA2 counter; E = PAFAH1B3 inh; F = ZTA counter; G = PAFAH1B2 FP inh; H = PREPL inh; I = pPAFAH inh
46	CCCn1c(SCC(=O)NCc2ccc(F)cc2)n[nH]c1=O
  A = -5; B = -2; C = 0; D = 4; E = 5; F = 7; G = 2; H = -1; I = -4
47	CC1CCCC(C)N1NC(=S)Nc1ccc(OC(F)F)cc1 (centres undefined)
  A = -5; B = 0; C = -1; D = 4; E = 2; F = 9; G = 11; H = 0; I = 1
48	COc1ccc(OC)c(/C=N\NC(=O)CC(=O)NCCc2ccccc2)c1
  A = 3; B = 15; C = 3; D = 7; E = 14; F = -9; G = 7; H = 20; I = 0
49	O=C(c1ccc(N2CCOCC2)c([N+](=O)[O-])c1)N1CCCCC1
  A = -1; B = 5; C = 3; D = 7; E = -8; F = -11; G = 0; H = 10; I = 3
50	COc1cc2c(cc1OC)C(C(=O)NCc1ccco1)C(c1cccs1)N(C)C2=O (centres undefined)
  A = 8; B = -5; C = 1; D = 9; E = 10; F = 0; G = 2; H = 4; I = 3
51	Cc1onc(-c2ccccc2)c1CNS(=O)(=O)c1ccc(F)cc1F
  A = -2; B = -4; C = 3; D = 7; E = 2; F = -4; G = 6; H = -3; I = 0
52	COc1ccc(OC)c(NC(=O)c2ccc(Cl)cc2)c1
  A = 9; B = 2; C = -4; D = -5; E = 10; F = 9; G = -2; H = 0; I = 4
53	CN1CCN(S(=O)(=O)c2ccc(NN)nc2)CC1
  A = -2; B = x; C = -3; D = -3; E = 6; F = -8; G = 6; H = 25; I = 3

2 of these compounds, reformatted.
(28) C[C@H](CO)N1C[C@H](C)[C@@H](CN(C)S(=O)(=O)c2cccs2)Oc2ccc(NS(=O)(=O)c3ccccc3)cc2C1=O
(48) COc1ccc(OC)c(/C=N\NC(=O)CC(=O)NCCc2ccccc2)c1
assay / compound,28,48
PAFAH2 inh,-5,3
EBNA-1 inhibitor,x,15
LYPLA1 counter,x,3
LYPLA2 counter,x,7
PAFAH1B3 inh,9,14
ZTA counter,x,-9
PAFAH1B2 FP inh,2,7
PREPL inh,7,20
pPAFAH inh,10,0

High-throughput results from PubChem.
